GAA850 FXN act – increases GAA850 frataxin promoter reporter activity; HEK293 lucGAA850 FXN promoter luciferase reporter, 24 h; percent of 10 µM SAHA response; activation, % at 6 µM; 360,000 compounds, 0.56% hits; AID 540364;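 active = activation above the average of all compounds screened plus 3 SD, cutoff fixed separately per campaign, cut at about 7.5% in these data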;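 also: 0% = DMSO wells and 100% = 10 µM SAHA wells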
DAX1 inh – inhibitors of human orphan nuclear receptor DAX1 (NR0B1) | HEK293 Gal4-DAX1 luciferase reporter, luminescence | inhibition, % at 6.75 µM | 340,000 compounds, 0.99% hits;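 active = inhibition above the mean over all tested compounds plus 3 SD, cut at about 4.2% in these data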;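 also: 0% = DAX1-transfected cells with DMSO and 100% = empty-vector control cells with DMSO; inhibition shows as a rise in luminescence from relieved DAX1 repression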
Target sequence (P51843 207-470 limits assumed): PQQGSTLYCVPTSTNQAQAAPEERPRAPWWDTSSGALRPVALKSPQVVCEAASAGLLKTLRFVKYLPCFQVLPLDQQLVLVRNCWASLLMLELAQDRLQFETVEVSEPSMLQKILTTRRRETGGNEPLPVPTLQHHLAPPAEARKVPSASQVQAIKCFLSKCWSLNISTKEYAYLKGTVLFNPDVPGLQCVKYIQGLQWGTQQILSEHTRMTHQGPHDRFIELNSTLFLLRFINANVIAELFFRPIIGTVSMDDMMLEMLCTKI
Starred values were filed as active, the others as inactive. This is a subset. The share of hits here may be higher or lower than overall.

cpd	smiles	GAA850 FXN act	DAX1 inh
1	COc1ccc(/C=C2\C(=O)N(c3c(Cl)cc(Cl)cc3Cl)N=C2NC(=O)c2cccc([N+](=O)[O-])c2)cc1	2.7	-1.0
2	O=S(=O)(NC1CCCC1)c1cccc(-c2nnc(-c3ccccc3)o2)c1	0.2	-0.3
3	CCn1nc(NS(=O)(=O)c2ccccc2[N+](=O)[O-])c2cc3ccc(C)cc3nc21	1.6	0.4
4	CC(C)(C)C1(C)OC(=O)C(=Cc2ccc(OCC(=O)Nc3ccccc3)cc2)C(=O)O1 (stereo not given)	0.0	2.2
5	O=C(OCn1ncc(Br)c(Br)c1=O)c1ccccc1Cl	-14	-3.1
6	NC(=O)NC[C@@H]1CC[C@@H](Cc2ccc(-c3ccccc3)cc2)O1	4.2	0.1
7	Cc1ccc(/C=C2\CCC3=C2OC(N)=C(C#N)C3c2ccc(C)cc2)cc1 (stereo not given)	0.6	-1.1
8	Cc1cccn2c(=O)c3cc(C(=O)NCc4ccco4)c(=N)n(C4CCCCC4)c3nc12	2.6	0.8
9	CCCCCCCCN1C(=O)N(C)C(N(O)C(=O)NC)C1(C)C (stereo not given)	-3.0	0.7
10	O=C(C1=C[C@@H]2[C@H]3C(=O)N(c4cccc(Cl)c4)C(=O)[C@H]3[C@@H](C(=O)c3ccc(Cl)cc3)N2C=C1)c1ccccc1	0.6	-0.6
11	COc1ccc(CCNC(=O)COC(=O)c2cnc(C)cn2)cc1	-2.8	0.5
12	COc1ccc(CNC(=O)Nc2cccc(Cl)c2)cc1	4.1	0.1
13	Cc1ccsc1C=Nc1ccc(O)cc1	0.9	1.1
14	CC1=C(C(N)=O)C(c2cccs2)n2nc(-c3cccc(Cl)c3)nc2N1 (stereo not given)	4.7	1.9
15	COc1ccc(CCNC(=O)C2CCN(Cc3nc(-c4cccc(Cl)c4)oc3C)CC2)cc1OC	1.1	-2.9
16	COc1ccc2c(c1)C(=O)N1[C@H]3c4cc(Br)ccc4OC[C@@H]3[C@H](c3ccccc3)[C@]1(C)C(=O)N2	-6.2	-2.4
17	COC(=O)c1cc(N=Cc2c(O)c3ccccc3oc2=O)cc(C(=O)OC)c1	0.5	9.2*
18	COc1ccc2c(c1O)Cc1ccccc1C2=O	2.8	-1.1
19	Nc1ccc(-c2cnc(N)c(C(=O)c3cccnc3)n2)cn1	-8.6	-0.3
20	Cc1cc(O)cc2c1C(c1ccc(F)cc1)CC1(CC(C)(C)NC(=S)N1)O2 (stereo not given)	-3.3	-1.3
21	COc1cc([N+](=O)[O-])ccc1NC(=O)CSc1ccccn1	-2.0	0.0
22	c1ccc(CN2CCN(CCCNc3ccc4nnc(-c5ccccc5)n4n3)CC2)cc1	-1.6	-0.7
23	CCCCNS(=O)(=O)c1ccc(NC(=O)c2c(-c3ccccc3Cl)noc2C)cc1	-1.2	1.4
24	CCCCC1C(=O)CC[C@H]2[C@@H]1CC(=O)[C@@H]2C/C=C\CCCC(=O)O (stereo not given in full)	6.7	-0.6
25	CC1(C(=O)NCCc2c[nH]c3ccccc23)C=CC2(CCCCC2)N1C(=O)c1ccccc1 (stereo not given)	-4.2	0.0
26	CC1Sc2ccc(S(=O)(=O)CCC(=O)NCc3ccccc3Cl)cc2NC1=O (stereo not given)	-1.2	-0.8
27	Cc1ccc(NC(=O)CN2C(=O)S/C(=C\c3cccn3-c3cccc(C(=O)O)c3)C2=O)c(C)c1	0.4	0.6
28	O=C(Nc1ccccc1)Nc1nc(-c2ccc(F)c(F)c2)cs1	1.2	0.6
29	CCN1CCN(C2CCCCC2NS(=O)(=O)c2ccc(Cl)cc2)CC1 (stereo not given)	1.6	-0.2
30	COc1cccc2cc(C(=O)NCc3ccc(C)cc3)c(=O)oc12	0.5	0.6
31	Cc1ccc2c(c1)cc1c(=O)n(CC(=O)N3CCCC3)nc(C)n12	0.1	1.1
32	O=C(NC1CCCCC1)c1ccc([N+](=O)[O-])o1	2.3	-2.1
33	Cc1cc(C)nc(NS(=O)(=O)c2ccc(NC(=O)c3cc4c(=O)n5cccc(C)c5nc4n3C)cc2)n1	-0.8	1.2
34	C#CCOCCOCCOCCNc1nc(N2CCOCC2)nc(N2CCN(C(=O)[C@H](CCC(=O)O)n3cc(C(N)Cc4ccc(O)cc4)nn3)CC2)n1 (stereo not given in full)	0.6	0.5
35	CN(CC(=O)Nc1ccc(F)cc1)C(=O)COC(=O)c1cc([N+](=O)[O-])ccc1N1CCOCC1	0.4	-0.3
36	CSc1nc(-c2ccc(C)cc2)nc(C(Cl)Cl)n1	-2.6	2.7
37	Cc1cnc(C(=O)N(CC(C)C)c2c(N)n(CC(C)C)c(=O)[nH]c2=O)cn1	1.2	0.8
38	CC1(C)NC(=O)N(CC(=O)N2CCN(c3cccc(Cl)c3)CC2)C1=O	0.7	-0.5
39	CC(=O)Oc1ccc2c(c1)Oc1cc(OC(C)=O)ccc1C21OC(=O)c2ccccc21	0.1	0.8
40	COCC(C)n1c(C)cc(C(=O)COC(=O)C2=NN(c3ccccc3)C(=O)CC2)c1C (stereo not given)	-0.9	0.5
41	CCOC(=O)[C@@H]1[C@H]2COc3cc(OC)ccc3[C@@H]2N2C(=O)N(c3cccc(Cl)c3)C(=O)[C@]12C	-0.4	-0.2
42	Cc1csc(SCC(=O)N(C)CC(=O)Nc2ccc(F)cc2)n1	-0.7	1.5
43	COc1ccc2[nH]c(C(=O)N3CCC(Cc4ccccc4)CC3)cc2c1	1.8	-1.3
44	CC(C)[C@@H]1CN=C(N)N1C[C@@H]1CCCN1C[C@H](C)N1C[C@@H](Cc2ccccc2)N(CCc2ccc(Cl)c(Cl)c2)C1=N	-0.6	1.3
45	C=CCc1cccc2cc(C(=O)NC3CCCCC3)c(=O)oc12	2.5	-0.2
46	Cn1c(/C=C/c2ccc([N+](=O)[O-])o2)nc2ccccc2c1=O	-13	-3.1
47	O=C(/C(=C/c1ccc(Cl)cc1)c1nc2ccccc2[nH]1)c1cccs1	-12	-5.4
48	CS(=O)(=O)N1CCC(Oc2cccc(C(=O)NCCCC3CCCC3)c2)CC1	2.0	-1.3
49	CC1=NN(c2ccc([N+](=O)[O-])cc2)C(=O)C1	3.2	-0.9
50	Cc1cc(C)cc(NC2=C(N)C(=O)c3ccccc3C2=O)c1	2.5	2.0

4 entries from above, field by field:
41) CCOC(=O)[C@@H]1[C@H]2COc3cc(OC)ccc3[C@@H]2N2C(=O)N(c3cccc(Cl)c3)C(=O)[C@]12C
  GAA850 FXN act: -0.4
  DAX1 inh: -0.2
42) Cc1csc(SCC(=O)N(C)CC(=O)Nc2ccc(F)cc2)n1
  GAA850 FXN act: -0.7
  DAX1 inh: 1.5
43) COc1ccc2[nH]c(C(=O)N3CCC(Cc4ccccc4)CC3)cc2c1
  GAA850 FXN act: 1.8
  DAX1 inh: -1.3
44) CC(C)[C@@H]1CN=C(N)N1C[C@@H]1CCCN1C[C@H](C)N1C[C@@H](Cc2ccccc2)N(CCc2ccc(Cl)c(Cl)c2)C1=N
  GAA850 FXN act: -0.6
  DAX1 inh: 1.3

(cont.)
cpd	smiles	GAA850 FXN act	DAX1 inh
51	CC(=O)N(C(C)=O)N1C(=O)/C(=C/c2ccc(Cl)cc2)SC1=S	-0.8	0.5
52	C=C(C)C(=O)Nc1cccc(C2=NOC3(C2)C[C@H](C(N)=O)N(C(=O)CC)C3)c1 (stereo not given in full)	0.2	0.7
53	COc1cccc(CN2CCC(n3nccc3NC(=O)CCOc3ccccc3)CC2)c1O	-0.3	0.5
54	Cc1ccc(C2CC(=O)C=C(O)C2)cc1 (stereo not given)	-1.7	-1.3
55	COC(=O)c1cc(S(=O)(=O)N2CCCCCC2)c[nH]1	2.8	-0.2
56	COc1ccccc1C(=O)Nc1sc2c(c1C#N)CCC2	1.7	0.3
57	COc1ccc(NC(=O)c2cc(S(=O)(=O)N3CCc4ccccc43)cn2C)c(OC)c1	1.4	0.2
58	CCc1noc(C)c1C(=O)Oc1ccc(N(C)S(=O)(=O)c2ccc(C)cc2)cc1	-2.7	-1.8
59	Cc1ccc(C)c(NC(=O)COC(=O)c2cc(=O)c3ccccc3o2)c1	-2.0	2.2
60	C#CCn1c(=NC(=O)CSC(C)=O)sc2cc(F)ccc21	0.9	0.4
61	COCCn1nnnc1C(c1cc2cc(C)ccc2[nH]c1=O)N1CCCCCC1 (stereo not given)	-0.6	-0.3
62	COc1ccccc1/C=N/NC(=O)c1nnn(-c2nonc2N)c1-c1cccs1	-1.1	1.2
63	CCOC(=O)NCc1ccccc1	-1.0	-0.9
64	O=C(CSCc1ccco1)N1CCc2ccccc21	5.4	2.1
65	C=CCOc1ccc(C[C@H](N)C(=O)NC[C@H]2O[C@@H](n3cnc4c(N)ncnc43)[C@H](O)[C@@H]2O)cc1	0.0	0.3
66	O=c1c(-c2c(O)cc(O)c3c2O[C@H](c2ccc(O)cc2)CC3)c(-c2ccc(O)cc2)oc2cc(O)cc(O)c12	-2.2	0.6
67	COC(=O)c1[nH]c2cc(C)ccc2c1NC(=O)CN1CCc2cc(OC)c(OC)cc2C1	1.0	-0.9
68	CCN1CCN(C2=CC3=CC(=C(C#N)C#N)CCC3CC2)CC1 (stereo not given)	-1.8	0.3
69	CC(CCOS(N)(=O)=O)c1ccccc1 (stereo not given)	0.3	-0.2
70	COc1ccccc1OC(C)C(=O)N(Cc1ccco1)C1CCS(=O)(=O)C1 (stereo not given)	0.7	-0.5
71	C=CCNC(=O)C12CC3(C)CC(C)(CC(C)(C3)C1)C2	-0.2	-0.5
72	O=C(Cn1c2ccccc2c2nc3n(c(=O)c21)CCS3)N1CCCC1	0.6	0.2
73	Cn1c(=O)oc2cc(S(=O)(=O)N3CCC(N4CCCCC4)CC3)ccc21	-0.3	0.1
74	CC(C)(C)NC(=O)C[C@H]1C[C@H](C(=O)N2CCOCC2)[C@@]2(CCC3CCCC3)c3[nH]c4ccc(Cl)cc4c3CCN2C1=O	-2.8	-0.8
75	CCc1cc(C(=O)N(C)CC(=O)N(CC(C)C)c2c(N)n(CC(C)C)c(=O)[nH]c2=O)sc1C	0.6	0.8
76	COc1ccc(NC(=O)C2CCN(S(=O)(=O)c3ccc4[nH]c(=O)oc4c3)CC2)c(OC)c1	0.7	0.0
77	COc1cccc2cc(C(=O)Nc3cccc(C)n3)c(=O)oc12	6.8	2.7
78	CCn1nc(NS(=O)(=O)c2cccc3nonc23)c2cc3ccc(C)cc3nc21	3.2	2.6
79	O=C(COC(=O)CCc1ccccc1)Nc1cc([N+](=O)[O-])ccc1F	-0.2	0.4
80	Cc1csc(-c2cnn(-c3ccccc3)c2NC(=O)c2cccc(F)c2)n1	3.9	-0.7
81	CC1CCCC(C)N1CCCNC(=O)Cn1ncc2c3ccccc3n(C)c2c1=O (stereo not given)	2.3	1.7
82	CCCCOC(=O)CSC1=C(C#N)C(c2ccccc2OCC)C(C#N)C(=O)N1 (stereo not given)	3.4	-0.5
83	CN(C(=O)COC(=O)c1cccc(S(=O)(=O)N2CCOCC2)c1)C1CCS(=O)(=O)C1 (stereo not given)	2.5	-0.9
84	CCN1C(=NCCc2cccnc2)N[C@@H](c2ccccc2)[C@H](C(=O)OC)[C@H]1C	1.7	2.1
85	COC(=O)Cn1c(=NC(=O)CSCC(=O)NC2CCCCC2)sc2cc(OC)ccc21	1.6	-0.3
86	C=CCN1C(=O)/C(=C2/Sc3ccccc3N2C)SC1=Nc1c(C)n[nH]c1C	1.9	0.3
87	COc1ccc(OC)c(NC(=O)CCN2CC(C)CC(C)C2)c1 (stereo not given)	-0.9	-1.8
88	O=[N+]([O-])c1ccc(/C=N/Nc2nc(N3CCOCC3)nc(N3CCOCC3)n2)cc1	0.0	1.2
89	Cc1ccccc1/C=C1\Sc2ccc(C(=O)N3CCN(c4ccccn4)CC3)cc2N(C)C1=O	-0.8	0.4
90	CCCCN1CC(=O)N2[C@H](c3ccc(OC)cc3)[C@@H]3C(=O)N(CC)C(=O)[C@@H]3[C@]2(C)C1=O	0.9	-0.1
91	COc1ccc(S(=O)(=O)Nc2cc3c4c(c2)C(C)C(=O)N4CCC3)cc1OC (stereo not given)	0.3	1.2
92	O=C(Oc1ccc(NC2=C(Cl)C(=O)c3ccccc3C2=O)cc1)c1ccc([N+](=O)[O-])cc1	-0.8	0.0
93	CCOCCCN1C(=O)C2C(C(=O)Nc3ccc(OCC)cc3)C3C=CC2(O3)C1C(=O)NC1CCCCC1 (stereo not given)	1.6	-1.1
94	COC(=O)c1ccc(CCc2cc(O)ccc2O)cc1	5.9	-3.9
95	CCOC(=O)c1csc(NC(=O)c2ccc3c(c2)OCCO3)n1	6.1	0.3
96	COc1ccc(OC)c(CCNC(=O)c2ccc3c(c2)N(Cc2ccc(F)cc2)CCS3)c1	-1.1	0.9
97	CCOC(=O)c1ccc2c(c1)N(CC)C(=O)c1ccccc1S2	4.3	0.1
98	O=C1C(=O)N(CCCc2ccccc2)c2ccccc21	-0.3	-0.4
99	COc1ccc2cc(C#N)c(SCC(=O)N3CC(=O)Nc4ccccc43)nc2c1	1.8	0.8
100	CCOC(=O)N1CCC(N2CCN(S(=O)(=O)CC)CC2)CC1	0.9	0.0
101	COc1ccc(C2CC(c3ccc(Br)cc3)=NN2C(=O)CSC2=NN3CCCC(=O)N=C3S2)cc1 (stereo not given)	1.7	0.5
